Source: PubChem (several laboratories)
VLA-4 inh: inhibition in a human VLA-4 binding assay; inhibition, % (about 7 µM as worked out from the volumes in the protocol); 330,000 compounds, 0.2% hits; VLA-4 expressing cells, ligand binding flow cytometry; in the data active = inhibition above about 50%
Target sequence (P13612 whole entry, looked up): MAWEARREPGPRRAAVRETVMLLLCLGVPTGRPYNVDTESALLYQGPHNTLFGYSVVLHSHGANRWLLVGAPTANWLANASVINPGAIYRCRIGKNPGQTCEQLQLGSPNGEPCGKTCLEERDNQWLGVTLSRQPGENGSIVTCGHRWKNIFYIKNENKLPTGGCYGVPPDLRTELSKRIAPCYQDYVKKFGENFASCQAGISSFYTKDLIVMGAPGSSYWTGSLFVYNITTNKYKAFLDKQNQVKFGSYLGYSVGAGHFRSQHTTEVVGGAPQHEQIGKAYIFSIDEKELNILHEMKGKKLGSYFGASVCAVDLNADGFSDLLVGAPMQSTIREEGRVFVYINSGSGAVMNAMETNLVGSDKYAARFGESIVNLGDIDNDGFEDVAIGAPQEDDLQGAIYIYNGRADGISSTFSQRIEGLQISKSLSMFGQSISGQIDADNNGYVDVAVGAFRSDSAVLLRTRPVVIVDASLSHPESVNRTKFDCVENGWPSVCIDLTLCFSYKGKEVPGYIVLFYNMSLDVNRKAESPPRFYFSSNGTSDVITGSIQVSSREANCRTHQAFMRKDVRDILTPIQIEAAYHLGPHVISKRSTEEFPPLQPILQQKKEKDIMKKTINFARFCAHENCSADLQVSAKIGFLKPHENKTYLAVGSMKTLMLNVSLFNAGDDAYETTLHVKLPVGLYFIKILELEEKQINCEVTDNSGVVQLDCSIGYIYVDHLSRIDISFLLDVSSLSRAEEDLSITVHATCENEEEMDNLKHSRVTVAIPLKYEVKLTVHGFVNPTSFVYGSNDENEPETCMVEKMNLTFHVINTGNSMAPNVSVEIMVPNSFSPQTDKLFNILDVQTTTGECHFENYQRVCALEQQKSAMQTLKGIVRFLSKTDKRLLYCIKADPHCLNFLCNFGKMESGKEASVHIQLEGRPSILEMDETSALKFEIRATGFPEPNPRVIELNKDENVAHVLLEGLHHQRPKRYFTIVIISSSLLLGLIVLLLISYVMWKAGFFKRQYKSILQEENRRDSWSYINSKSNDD
Fam108B counter: blocks mouse Fam108B hydrolase in RBBP9 counter-screen; 300,000 compounds, 0.33% hits; AID 1947; inhibition, % at 9.51 µM; recombinant Fam108B, FP-Rh probe fluorescence polarization;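 active = inhibition above the screen mean inhibition plus 3 SD, computed separately per campaign, cut at about 18% in these data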;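 also: inhibitors lower polarization as less probe binds the enzyme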
AGP1-GFP MLPCN: alters AGP1-GFP fluorescence in TOR pathway yeast screen; AID 2066; S. cerevisiae AGP1-GFP multiplex flow cytometry, 3 h; GFP as percent of DMSO wells; GFP response vs DMSO, % at 10 µM; 320,000 compounds, 0.02% hits;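 active = GFP response relative to DMSO above a set limit, near screen average plus 3 SD, cut at about 150% in these data; inconclusive = fewer than 70 cells counted for the yeast strain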;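 also: median GFP channel fluorescence of the gated AGP1 strain per well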
Bcl-xL primary: inhibitors of human Bcl-xL | Q07817 | inhibition, % at 10.9 µM | GST-Bcl-xL / FITC-Bim BH3 peptide fluorescence polarization | 320,000 compounds, 0.7% hits;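 active = inhibition above the mean of all tested compounds plus 3 SD, cutoff set per campaign, cut at about 30% in these data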;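 also: 0% = DMSO wells and 100% = unlabeled Bim-BH3 peptide competitor; inhibitors lower millipolarization by displacing the labeled peptide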
CIT2 TOR yeast: yeast TOR pathway CIT2-GFP modulation; 320,000 compounds, 0.065% hits; GFP response vs DMSO, % at 10 µM; AID 2029; S. cerevisiae CIT2-GFP strain, flow cytometry, 3 h; 100 means same as DMSO wells;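 active = GFP response relative to DMSO above a set limit, near the screen mean plus 3 SD, cut at about 150% in these data; inconclusive = Fewer than 70 cells measured for a yeast strain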;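 also: ratio of well median GFP fluorescence to mean of DMSO wells on the plate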
MEX-5 binding: C. elegans MEX-5 TCR-2 RNA binding activity. Q9XUB2. MEX-5/FITC-TCR2 RNA binding, fluorescence polarization; active compounds read low. activity score (negative = inhibition of binding), % at 10 µM. 300,000 compounds, 0.38% hits. AID 1832;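 active = inhibition past about -25% in most replicates, and total fluorescence under double the plate's negative control median, limit read from the data; inconclusive = replicates evenly split on the limit, or fluorescence at least double controls; inactive = too little inhibition in most replicates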;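 also: 0% = DMSO and -100% = 5 µM competing unlabeled TCR2 RNA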
GRK2 inh: human GRK2 inhibition via aptamer displacement; bead flow cytometry, FAM-aptamer displacement from GRK2; inhibition of aptamer binding, % at 10 µM; 330,000 compounds, 0.59% hits;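 active = inhibition of aptamer binding above 40%, roughly 3 SD of noise, on plates passing a quality check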;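 also: median bead fluorescence of bound FAM aptamer so fluorescent compounds give negative values; no value below 0 was filed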
GLD-1 TGE inh: GLD-1-TGE RNA interaction inhibition (C. elegans); purified GLD-1 + fluorescein TGE RNA, fluorescence polarization; inhibition, % at 5.96 µM; 320,000 compounds, 0.44% hits; AID 2280;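 active = percent inhibition above a per-plate cutoff, the plate mean of test compounds plus 3 SD, cut at about 30% in these data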;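 also: 0% = DMSO wells with GLD-1 and probe and 100% = wells lacking GLD-1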
MCL1 BIM primary: inhibitors of human MCL1 binding to BIM-BH3 peptide; Q07820; GST-MCL1 / FITC-Bim-BH3 fluorescence polarization; inhibition, % at 10.9 µM; 320,000 compounds, 0.68% hits;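 active = inhibition above the mean inhibition of all tested compounds plus 3 SD, set per campaign, cut at about 40% in these data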;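 also: 0% = DMSO wells and 100% = unlabeled Bim-BH3 peptide control; higher means more loss of mP so more displacement of Bim peptide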
An asterisk follows results filed as active; ? = inconclusive; . = not tested or not shown; [ ] = dose if it differs, or a comment.

SMILES	VLA-4 inh	Fam108B counter	AGP1-GFP MLPCN	Bcl-xL primary	CIT2 TOR yeast	MEX-5 binding	GRK2 inh	GLD-1 TGE inh	MCL1 BIM primary
O=C(CSc1cccc[n+]1[O-])NC(=O)c1ccc(OC(F)F)cc1	13	1	101	3	91	1.3	0	-3	-6
O=Cc1cn(-c2ccc(F)cc2)c2ccccc12	11	3	99	7	93	1.1	1	6	3
Cc1cccc(C)c1OCC(=O)N1CCc2ccccc2C1	1	0	91	7	99	2.2	2	8	2
O=C1C2C3C=CC(C3)C2C(=O)N1CCCO (centres undefined)	3	-2	99	3	101	1.8	2	-7	1
CN1CCN(NC(=O)c2ccc(S(=O)(=O)N3CCCCCC3)cc2)CC1	14	1	101	-2	109	0.0	0	8	-4
COc1cc(NC(=O)COc2ccc3c(C)cc(=O)oc3c2C)cc(OC)c1OC	7	2	94	4	113	-1.3	0	-3	3
CS(=O)(=O)N(CC(=O)O)c1ccc(C23CC4CC(CC(C4)C2)C3)cc1	5	-3	92	8	92	-0.7	.	-2	5
CCCCCCSc1ccc(-c2nc3ccc(Cl)cn3c2NCc2ccccc2)cc1	21	.	102	.	97	.	5	-7	.
CCCCN=C(Nc1ccc(Cl)cc1)c1cccnc1	-6	-2	100	5	90	-3.1	4	7	4
Cc1cccn2cc(-c3ccc(NC(=O)Cc4ccccc4)cc3)nc12	19	-5	101	-1	97	-0.1	0	-5	-6
COC(=O)COc1cccc(NC(=O)c2ccccc2)c1	20	0	95	0	99	0.2	0	-9	0
Cc1noc(C)c1CSc1nnc(-c2ccccc2)n1N	2	3	94	-3	93	0.1	1	11	6
Cc1cc(C)cc(OCC(=O)OCC(=O)N(CC(C)C)c2c(N)n(Cc3ccccc3)c(=O)[nH]c2=O)c1	13	2	102	-10	97	-0.5	0	10	-9
COC(=O)CNC(=O)c1ccc(OC2CCN(C(=O)C3CC3)CC2)cc1	5	-1	105	2	105	-3.0	3	-5	-5
CC(C)(C)C(=O)NC(=S)Nc1ccc(S(=O)(=O)Nc2nccs2)cc1	0	1	101	8	90	-4.6	2	7	5
Nc1ccc(Oc2ccc3c(c2)C(=O)NC3=O)cc1	4	-2	106	-1	106	0.0	5	-5	3
CCOC(=O)c1c(C)c(C(=O)NCC2CCCO2)c(C)n1C (centres undefined)	1	1	101	-5	99	1.8	1	1	-3
Oc1c(Br)cc(/C=N/Nc2ccc(Cl)nn2)cc1Br	7	26*	83	14	102	-1.6	6	2	11
N#CCSc1nc2c(c(=O)n1Cc1ccco1)C1(CCCC1)Cc1ccccc1-2	19	0	100	-1	99	2.3	0	-2	2
Cc1ccc(-c2csc3ncn(CC(=O)N4CCOCC4)c(=O)c23)cc1	-3	-3	104	2	104	-3.0	0	4	-8
COc1ccc(C2C(C#N)=C(N)Nc3onc(C(C)(C)C)c32)c(OC)c1 (centres undefined)	12	1	103	2	103	-1.9	3	-1	-5
COc1cc2c3c(c1OC)C1(C=CC(=NO)C=C1)CC3N(C(C)=O)CC2 (centres undefined)	18	-6	96	3	91	1.4	2	3	0
O=C(Oc1ccccc1Cl)c1ccc(N2CCOCC2)c([N+](=O)[O-])c1	0	6	99	-4	84	-0.9	3	-4	-8
Cc1ccc2nc3sc(C(=O)N4CCCc5ccccc54)c(N)c3cc2c1	-145	8	99	-8	102	-35*	2	-19	-24
CC1(C)CC(=O)C2=C(C1)NCN(Cc1ccccc1)C2	2	2	106	1	103	0.3	0	-1	-1
Cc1cc(C)nc(Nc2ccc(Br)cc2C(=O)O)n1	4	3	104	-3	99	-2.3	6	-4	-2
Cc1nn(CCCC(=O)O)c(C)c1[N+](=O)[O-]	49	1	101	0	101	1.3	3	-2	-5
O=C(CCC(=O)Nc1ccccc1Cl)NNC(=S)Nc1ccccc1C(F)(F)F	11	0	105	13	109	-1.7	3	-4	16
CSc1ccc(/C=C(/NC(=O)c2ccccc2)C(=O)NCCCn2ccnc2)cc1	12	-2	100	2	101	3.5	0	4	9
O=C(NCCc1ccccc1)c1cc(-c2ccccc2)c(N2CCOCC2)s1	-13	-2	94	-1	94	2.4	0	7	0
CCOc1ccc(NC(=O)CN(C)C(=O)CCNC(=O)c2ccco2)cc1OCC	3	.	95	15	92	.	0	5	12
COc1ccc(/C=N\NC(=O)c2ccc(F)cc2)cc1COc1cc(F)ccc1[N+](=O)[O-]	13	.	87	.	84	1.5	0	.	.
O=C(NCc1cccnc1)C(=O)Nc1ccc([N+](=O)[O-])cc1	12	-1	98	4	108	-2.0	0	-1	-6
C/C=C\C(=O)Nc1cccc(C2=NOC3(C2)C[C@H](C(N)=O)N(C(=O)Cc2ccc([N+](=O)[O-])cc2)C3)c1 (some centres undefined)	0	3	101	0	102	1.5	0	7	-1
COc1cccc(NC(=O)c2ccccc2NS(C)(=O)=O)c1	-4	2	88	2	103	0.2	1	1	-4
COc1ccc(CNC(=O)[C@H](C)NC(=O)C2CCN(C(=O)[C@@H](N)CCSC)CC2)cc1	-3	1	100	4	103	1.5	0	-2	5
CCCCCCNC(=O)N[C@H](C(=O)NCCC[C@H]1CN2C(=NC[C@H]2C)N1CCC(c1ccccc1)c1ccccc1)C(C)O (some centres undefined)	.	-3	.	-13	.	.	.	-10	-51
O=C(CCn1nc(-c2ccccc2)c2ccccc2c1=O)N1CCN(c2ccccc2)CC1	-10	5	102	8	99	3.1	0	-9	7
O=C(NC1CCCCC1)C(c1cccnc1)N(CCc1ccccc1)C(=O)Cc1cccs1 (centres undefined)	21	6	105	-3	98	-0.9	5	4	-2
O=C(CSCc1cccc(Cl)c1)N1CCN(Cc2ccc3c(c2)OCO3)CC1	1	3	106	0	106	0.6	1	-1	-5
COc1cc(-c2[nH]nc3c2C(c2ccco2)C(C#N)=C(N)O3)cc(OC)c1OC (centres undefined)	-7	3	99	6	97	-2.0	0	-2	-3
c1ccc(-c2nc(NCC3CCCO3)c3ccccc3n2)nc1 (centres undefined)	5	-4	101	-2	100	15	3	2	5
O=C1Cc2cc(S(=O)(=O)Nc3ccc(F)cc3Cl)ccc2N1	14	.	96	0	101	.	2	5	-3
CC(/C=C/C1[C@H](C)C[C@H](O[C@@H]2O[C@H](CO)[C@@H](O)[C@H](O)[C@H]2O)CC1(C)C)O[C@H]1O[C@H](CO)[C@@H](O)[C@H](O)[C@H]1O (some centres undefined)	-4	1	101	-2	99	.	26	4	-1
Cc1ccc(NC(=O)c2ccc(C)c(S(=O)(=O)N3CCOCC3)c2)nc1	1	2	109	4	98	1.0	1	3	-3
Cc1csc(NC(=O)CSc2ccccc2F)n1	6	-10	95	-7	91	0.1	0	3	-5
O=C(CSc1ccc2c(c1)OCCO2)NCCN1C(=O)CSC1=O	3	-7	99	3	99	0.5	1	-2	-1
O=S(=O)(NCc1cccnc1)c1ccc(Br)c2ccccc12	-2	3	113	4	107	4.2	2	-7	8
CC(=O)c1ccc(NC(=O)Nc2cccnc2)cc1	4	.	95	.	94	.	0	.	.
Cn1c(N)c(C(=O)COC(=O)c2cc(-c3ccccc3)nc3ccccc23)c(=O)n(Cc2ccccc2)c1=O	25	-57	101	-15	94	.	0	1	-30
CCCCN(C(=O)Cn1nnc2ccccc21)C(C(=O)NCCOC)c1ccc(OC)cc1 (centres undefined)	8	1	100	0	99	-0.3	0	-1	-7
COc1ccc(C(=O)Nc2cc(=O)n(C)c(=O)n2C)cc1	-1	2	99	7	99	0.3	0	-7	2
CCn1c(COc2ccc(=O)n(-c3ccccc3)n2)nnc1SCc1ccccc1	4	0	102	2	.	2.5	3	8	7
N#Cc1cccnc1N1CCN(C(=O)c2cccc3c2C(=O)c2ccc(-c4ccc(F)cc4OCc4ccccc4)cc2S3(=O)=O)CC1	-8	.	103	.	101	.	5	4	.
O=C(C1CCN(S(=O)(=O)c2c(Cl)cccc2Cl)CC1)N1CCCCCCC1	8	-4	96	-10	89	0.1	0	8	-15
CC(C)(O)C#Cc1ccc(C(=O)N2CCCC2C(=O)O)s1 (centres undefined)	6	-4	99	-8	94	1.5	0	1	-1
O=C(Nc1ccccc1)N1CCCCC1c1cccnc1 (centres undefined)	-3	-3	100	6	94	-3.0	0	5	5
Cc1cc(NC(=NC2CC2)c2ccccc2F)n(-c2ccccc2)n1	21	0	98	0	100	2.1	1	5	3
COc1ccc(-n2c(C)cc(/C=C3\SC(=S)N(Cc4ccco4)C3=O)c2C)cc1	-361	-3	109	-2	134	-28*	0	30	-26
CCOc1ccc(-c2nnn(CC(=O)NCc3ccc(F)cc3)n2)cc1OCC	14	-8	100	4	108	-0.5	1	0	4
(cont.)
SMILES	VLA-4 inh	Fam108B counter	AGP1-GFP MLPCN	Bcl-xL primary	CIT2 TOR yeast	MEX-5 binding	GRK2 inh	GLD-1 TGE inh	MCL1 BIM primary
Cn1nc([N+](=O)[O-])nc1Sc1nnc(-c2ccccc2)o1	23	-2	109	-5	91	-1.0	1	4	-6
Cc1ccc(/C=N/c2sc(Cc3ccccc3)c(C)c2C(N)=O)o1	-18	-3	103	7	105	2.9	7	3	9
Cc1ccc(Cn2nnc3c(=O)[nH]c(C4CCCN(S(=O)(=O)c5ccc(F)cc5)C4)nc32)cc1 (centres undefined)	3	-3	107	5	110	1.2	0	-2	4
CC1Oc2ccccc2N(Cc2ccccc2Cl)C1=O (centres undefined)	-10	2	88	0	88	-4.6	1	2	7
COc1cc(CN(C)CC2CCCN(CCc3ccccc3F)C2)cc(Cl)c1OC (centres undefined)	-12	.	93	.	114	1.9	1	.	.
CC1CC(C)CN(C(=O)Cn2c(=O)n(CCCCC(=O)NCc3ccco3)c(=O)c3ccccc32)C1 (centres undefined)	-10	1	93	3	94	-1.1	0	2	-1
O=C(Nc1ccc(/C=C/c2nc3ccccc3o2)cc1)c1cccc(C(F)(F)F)c1	-4	-8	91	5	108	-0.6	0	-1	-1
COc1ccc(NC(=O)CN(C)S(=O)(=O)c2cccc3nsnc23)cc1OC	-4	3	108	4	107	0.2	0	4	-8
CCc1cc(C(=O)c2ccc(C)cc2)c(NC(=O)CCl)s1	-4	-4	108	2	110	-0.8	2	8	5
COc1ccc(C2=CC(=O)CC(c3ccc(OC)cc3)C2)cc1 (centres undefined)	1	1	99	3	77	1.2	0	0	-4
CC(=O)O[C@H]1C[C@@]2(C)[C@@H](C[C@@H](O)[C@H]3[C@@]4(C)CC[C@@H](O)[C@@H](C)C4CC[C@@]32C)/C1=C(\CCC=C(C)C)C(=O)O (some centres undefined)	-6	-2	98	9	123	0.4	1	5	0
O=C(c1cnn2c(C(F)(F)F)cc(-c3ccccc3)nc12)N1CCCCC1c1cccnc1 (centres undefined)	-10	-1	106	-3	111	-4.6	2	9	-2
COc1cc(NC(=O)c2c(F)c(F)c(F)c(F)c2F)c(OC)cc1Cl	11	2	95	-1	92	1.5	3	6	2
O=C(NCCO)c1ccc(Oc2ccc(C(F)(F)F)cc2[N+](=O)[O-])cc1	1	-1	100	4	101	-0.3	0	0	0
CN(C)c1ccc(-c2nnc(SCC3CCCO3)n2C)cc1 (centres undefined)	12	-5	?	1	90[may fluoresce red]	-1.0	1	-1	1
